Source: PubChem BioAssay
APOBEC3G inh: inhibitors of human APOBEC3G DNA deaminase; Q9HC16; recombinant A3G, ssDNA deamination FAM/TAMRA fluorescence; AID 493012; inhibition, % at 20 µM; 330,000 compounds, 0.28% hits;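 active = inhibition of at least 40% at 20 µM, with no more than 30% in the related APOBEC3A deaminase screen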;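 also: plate controls were DMSO wells with A3G for no effect and wells lacking A3G enzyme for full effect; some compounds called inactive have numbers as strong as hits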
SENP7 block: inhibitors of human SENP7 protease; Q9BQF6; inhibition, % at 5 µM; 330,000 compounds, 1.5% hits; recombinant SENP7, Z-RLRGG-aminoluciferin luminescence, 40 min;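 active = inhibition above about 50% at the single test dose, limit read from the data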;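 also: plate controls were DMSO with enzyme for no effect and no enzyme buffer wells for full effect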
Target sequence (Q9BQF6 706-1050 limits assumed): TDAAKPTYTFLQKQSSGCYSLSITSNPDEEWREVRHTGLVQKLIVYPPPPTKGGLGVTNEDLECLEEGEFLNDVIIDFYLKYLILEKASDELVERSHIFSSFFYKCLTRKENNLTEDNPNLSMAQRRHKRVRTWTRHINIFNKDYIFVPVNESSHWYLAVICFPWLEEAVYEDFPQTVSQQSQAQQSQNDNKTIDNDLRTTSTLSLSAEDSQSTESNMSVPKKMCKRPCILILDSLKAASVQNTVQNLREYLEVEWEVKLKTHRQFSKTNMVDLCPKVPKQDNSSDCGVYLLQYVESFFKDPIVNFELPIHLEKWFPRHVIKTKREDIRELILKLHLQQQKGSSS
SENP6 block: inhibitors of human SENP6 protease; inhibition, % at 10 µM; AID 2599; Q9GZR1; 330,000 compounds, 1.8% hits; Recombinant SENP6 catalytic domain, aminoluciferin luminescence;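 active = inhibition above about 50% at the single tested dose, limit read from the data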;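 also: plate controls were DMSO wells with enzyme for no effect and DMSO wells lacking enzyme for full effect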
UBC13 inh: human UBC13 polyubiquitination inhibition; AID 485273; UBC13 polyubiquitin chain formation, TR-FRET; 330,000 compounds, 0.47% hits; inhibition, % at 20 µM; P61088; in the data active = inhibition above about 45%, passing the limit was not always enough
Target sequence (P61088 whole entry, looked up): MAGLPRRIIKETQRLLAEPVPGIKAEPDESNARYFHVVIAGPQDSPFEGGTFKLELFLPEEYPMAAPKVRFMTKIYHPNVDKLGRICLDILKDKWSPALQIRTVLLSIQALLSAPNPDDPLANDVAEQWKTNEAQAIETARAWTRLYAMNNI
SENP8 block-1: blocks the human protease SENP8; Q96LD8; purified SENP8, Z-RLRGG-aminoluciferin cleavage, luminescence; inhibition, % at 10 µM; 330,000 compounds, 1.2% hits; AID 2540; in the data active = inhibition above about 50%
Target sequence (Q96LD8 whole entry, looked up): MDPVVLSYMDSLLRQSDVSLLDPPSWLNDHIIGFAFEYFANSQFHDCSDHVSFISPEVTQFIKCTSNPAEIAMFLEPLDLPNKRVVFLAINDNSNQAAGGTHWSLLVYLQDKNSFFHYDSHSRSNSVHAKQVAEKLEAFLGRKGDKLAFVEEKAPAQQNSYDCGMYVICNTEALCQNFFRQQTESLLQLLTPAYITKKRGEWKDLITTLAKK
Apaf-1 inh: blocks human Apaf-1 apoptosome activity; O14727; reconstituted apoptosome caspase-3 activity, DEVD-Rh110 fluorescence; inhibition, % at 20 µM; 330,000 compounds, 0.71% hits; active = inhibition of at least 40% at 20 µM;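 also: plate controls were DMSO wells for no effect and DEVD-CHO caspase inhibitor wells for full effect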
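System: Apoptosome proteins | Medium: Hepes pH 7.5 with detergent and BSA | Also added: Cytochrome c trigger plus (Z-DEVD)2-Rh110 caspase-3 substrate | Incubation: 30 min compound preincubation, 50 min activation, room temperature | Detection: Rhodamine 110 fluorescence at Ex 480/Em 540 nm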
SENP8 block-2: blocks human SENP8 cleavage of Nedd8 substrate | Q96LD8 | 360,000 compounds, 0.64% hits | inhibition, % at 20 µM | AID 602440 | recombinant SENP8, Nedd8 substrate fluorescence; in the data active = inhibition mostly above about 40%, no sharp cut-off; inactive = mostly below about 27%
SENP1 FRET inh: SENP1 (human) catalytic domain inhibition | Q9P0U3 | recombinant SENP1 catalytic domain, CyPet-SUMO1-YPet FRET cleavage | inhibition, % at 10 µM | 360,000 compounds, 0.21% hits;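 active = inhibition at least 30% at 10 µM, raw YFP signal under a set limit, fluorescence ratio 0.5 to 1.5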;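 also: 0% = enzyme with DMSO and 100% = no enzyme wells; some results filed as inactive read as strong as hits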
Target sequence (Q9P0U3 419-644 limits assumed): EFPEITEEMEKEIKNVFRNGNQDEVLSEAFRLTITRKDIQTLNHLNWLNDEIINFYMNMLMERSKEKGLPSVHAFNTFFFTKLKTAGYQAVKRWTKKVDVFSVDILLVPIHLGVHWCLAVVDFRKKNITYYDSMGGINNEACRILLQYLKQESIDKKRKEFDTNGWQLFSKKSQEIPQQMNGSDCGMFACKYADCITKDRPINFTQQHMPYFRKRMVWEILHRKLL
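Test system: recombinant human SENP1 catalytic domain, His6-tagged / Medium: pH 8 Tris buffer with EDTA, NaCl, BME, BSA, NP40, catalase / Also added: SUMO1 FRET substrate flanked by Cypet and Ypet, 25 nM / Times: 50 min reaction at room temperature / Signal: FRET, CFP and YFP emission / Control set: no-enzyme low control and enzyme-plus-DMSO high control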
Starred values were filed as active, the others as inactive.

For O=C(CCS(=O)NCc1ccccc1)NCc1ccccc1 (stereo unspecified) the results were APOBEC3G inh -5, SENP7 block -10, SENP6 block -19, UBC13 inh -1, SENP8 block-1 -8 and Apaf-1 inh 5.
Cc1cccc(C)c1NC(=O)C(C)N1CCCCC1 (stereo unspecified) was read as APOBEC3G inh -4, SENP7 block -1, SENP6 block -8, UBC13 inh 7, SENP8 block-1 0, Apaf-1 inh -23, SENP8 block-2 21 and SENP1 FRET inh 4.
For CC1SC(c2cccc(Cl)c2)NC1=O (stereo unspecified) the results were APOBEC3G inh 0, SENP7 block -3, SENP6 block -3, UBC13 inh -13, SENP8 block-1 -15, Apaf-1 inh 2, SENP8 block-2 19 and SENP1 FRET inh 6.
Cc1ccc(/C=N\NC(=O)c2csnn2)cc1 was read as APOBEC3G inh 2, SENP7 block 50*, SENP6 block 55*, UBC13 inh -5, SENP8 block-1 30, Apaf-1 inh 27, SENP8 block-2 24 and SENP1 FRET inh -27.
For O=C(Nc1ccc(Br)c2cccnc12)c1ccc(Cn2cc([N+](=O)[O-])cn2)o1 the results were APOBEC3G inh -7, SENP7 block 6, SENP6 block -3, UBC13 inh 16, SENP8 block-1 7, Apaf-1 inh 9, SENP8 block-2 -22 and SENP1 FRET inh 0.
`COc1ccc(/C=C2/C(=O)ON=C2C)cc1Cl` gave APOBEC3G inh -2, SENP7 block 0, SENP6 block 13, UBC13 inh 4, SENP8 block-1 -3, Apaf-1 inh -4, SENP8 block-2 20 and SENP1 FRET inh -1.
`O=C(c1ccc(N2CCN(S(=O)(=O)c3ccccc3)CC2)c([N+](=O)[O-])c1)N1CCOCC1` gave APOBEC3G inh -1, SENP7 block 0, SENP6 block 6, UBC13 inh -1, SENP8 block-1 7, Apaf-1 inh 2, SENP8 block-2 29 and SENP1 FRET inh 2.
`COc1ccc(Nc2nc(-c3ccc(OC)cc3)c(CCC(=O)O)s2)cc1` gave APOBEC3G inh -4, SENP7 block 5, SENP6 block -8, UBC13 inh -8, SENP8 block-1 4, Apaf-1 inh -11, SENP8 block-2 5 and SENP1 FRET inh -3.
COc1ccccc1/C=C/c1nc2ccc(OC(C)=O)cc2c(=O)o1 was read as APOBEC3G inh -11, SENP7 block 65*, SENP6 block 72*, UBC13 inh 2, SENP8 block-1 64*, Apaf-1 inh 5, SENP8 block-2 -498 and SENP1 FRET inh -25.
`Cc1ccc(OCC(=O)Nc2ccc3c(c2)nc(CCN2CCC(C)CC2)n3C)cc1` gave APOBEC3G inh -4, SENP7 block -1, SENP6 block -4, UBC13 inh 4, SENP8 block-1 0, Apaf-1 inh 28, SENP8 block-2 3 and SENP1 FRET inh 3.
COc1ccc(C(=O)N/C(=C\c2cccc3ccccc23)C(=O)N2CCN(C)CC2)cc1OC was read as APOBEC3G inh -7, SENP7 block 2, SENP6 block 17, UBC13 inh -9, SENP8 block-1 1, Apaf-1 inh -5, SENP8 block-2 -6 and SENP1 FRET inh -2.
`CCN(CC)C(=O)c1sc2c(c1C)c(=O)n(-c1ccc(OC)cc1OC)c(=O)n2CC(=O)c1ccccc1` gave APOBEC3G inh -1, SENP7 block 3, SENP6 block -4, UBC13 inh -6, SENP8 block-1 2, Apaf-1 inh 7, SENP8 block-2 14 and SENP1 FRET inh 0.
Cc1ccc([N+](=O)[O-])cc1N1C(=O)CS/C1=N\NC(=O)c1cccnc1 was read as APOBEC3G inh -10, SENP7 block -10, SENP6 block -4, UBC13 inh -9, SENP8 block-1 -9, Apaf-1 inh 10, SENP8 block-2 8 and SENP1 FRET inh 3.
COC(=O)c1ccccc1NC(=O)c1cc2sccc2n1C was read as APOBEC3G inh 0, SENP7 block 10, SENP6 block -1, UBC13 inh -2, SENP8 block-1 7, Apaf-1 inh 4, SENP8 block-2 -289 and SENP1 FRET inh -109.
`Cc1csc(C(C#N)C(=O)c2ccncc2)n1` (stereo unspecified) gave APOBEC3G inh -5, SENP7 block -2, SENP6 block -17, UBC13 inh -7, SENP8 block-1 4, Apaf-1 inh -1, SENP8 block-2 32 and SENP1 FRET inh 2.
`O/N=C/c1ccccc1Oc1ccc(Cl)cc1` gave APOBEC3G inh -8, SENP7 block -7, SENP6 block -7, UBC13 inh 1, SENP8 block-1 -11, Apaf-1 inh 18, SENP8 block-2 13 and SENP1 FRET inh 3.
COCC1CCN(C(=O)c2cc(COc3cncc(Cl)c3)on2)C1 (stereo unspecified) was read as APOBEC3G inh -4, SENP7 block -16, SENP6 block -9, UBC13 inh -5, SENP8 block-1 -7, Apaf-1 inh 5, SENP8 block-2 2 and SENP1 FRET inh 2.
Screening O=C(CSc1nnc(-c2ccco2)o1)c1ccccc1 returned APOBEC3G inh 1, SENP7 block 12, SENP6 block -13, UBC13 inh -4, SENP8 block-1 -7, Apaf-1 inh 12, SENP8 block-2 16 and SENP1 FRET inh 1.
For Cc1ccc(C)c(NCCC#N)c1 the results were APOBEC3G inh 0, SENP7 block 0, SENP6 block -4, UBC13 inh 6, SENP8 block-1 3, Apaf-1 inh 1, SENP8 block-2 26 and SENP1 FRET inh 0.
COc1ccc(-n2cc(-c3ccccc3)c3c(NN4CCOCC4)ncnc32)cc1 was read as APOBEC3G inh 0, SENP7 block -2, SENP6 block -15, UBC13 inh 0, SENP8 block-1 -7, Apaf-1 inh 12, SENP8 block-2 -15 and SENP1 FRET inh 3.
COc1cc(/C=C/C(=O)OCC(=O)Nc2ccc(S(=O)(=O)N3CCCC3)cc2)ccc1O was read as APOBEC3G inh -4, SENP7 block 9, SENP6 block 0, UBC13 inh -14, SENP8 block-1 -4, Apaf-1 inh 14, SENP8 block-2 -276 and SENP1 FRET inh -52.
`Cc1ccc(C)c(N2C(=O)CC(Cc3ccc(Cl)cc3)C2=O)c1` (stereo unspecified) gave APOBEC3G inh -4, SENP7 block -15, SENP6 block 7, UBC13 inh -3, SENP8 block-1 -4, Apaf-1 inh 0, SENP8 block-2 9 and SENP1 FRET inh 0.
CC(C)c1ccc(S(=O)(=O)N2CCN(C(=O)n3ccnc3)CC2)cc1 was read as APOBEC3G inh -2, SENP7 block 5, SENP6 block 9, UBC13 inh -11, SENP8 block-1 -10, Apaf-1 inh -1, SENP8 block-2 2 and SENP1 FRET inh 1.
`CCc1cc(Br)ccc1N1C(=O)C2CC=CCC2C1=O` (stereo unspecified) gave APOBEC3G inh -1, SENP7 block 2, SENP6 block 19, UBC13 inh -1, SENP8 block-1 9, Apaf-1 inh -6, SENP8 block-2 16 and SENP1 FRET inh 0.
`CN(CC1CCOCC1)C(=O)CC1C(=O)NCCN1Cc1ccc(-c2ccccc2)cc1` (stereo unspecified) gave APOBEC3G inh -5, SENP7 block -2, SENP6 block 11, UBC13 inh 9, SENP8 block-1 -3, Apaf-1 inh 9, SENP8 block-2 -111 and SENP1 FRET inh -24.
Screening O=C(Cc1ccccc1)NNc1ccc2ccccc2c1 returned APOBEC3G inh -3, SENP7 block 4, SENP6 block 6, UBC13 inh 2, SENP8 block-1 1, Apaf-1 inh -4, SENP8 block-2 -381 and SENP1 FRET inh -7.
Screening O=C(/C=C(\O)c1ccccc1)C(=O)NNC(=O)c1ccccc1 returned APOBEC3G inh 5, SENP7 block -6, SENP6 block -7, UBC13 inh -22, SENP8 block-1 -3, Apaf-1 inh 5, SENP8 block-2 11 and SENP1 FRET inh 8.
Screening c1ccc2c(Oc3ccc4c(c3)OCO4)nncc2c1 returned APOBEC3G inh -10, SENP7 block 2, SENP6 block 35, UBC13 inh -2, SENP8 block-1 3, Apaf-1 inh 4, SENP8 block-2 21 and SENP1 FRET inh 1.
For CCC1CCCCN1CCCNC(=O)CCCOc1cc(=O)n(C)c2ccccc12 (stereo unspecified) the results were APOBEC3G inh -7, SENP7 block -1, SENP6 block 1, UBC13 inh 9, SENP8 block-1 9, Apaf-1 inh -2, SENP8 block-2 4 and SENP1 FRET inh -2.
Screening Cc1cc(S(=O)(=O)N2CCN(c3ccccn3)CC2)ccc1F returned APOBEC3G inh -1, SENP7 block -13, SENP6 block -11, UBC13 inh 0, SENP8 block-1 -4, Apaf-1 inh 8, SENP8 block-2 13 and SENP1 FRET inh 1.
Screening COc1ccc(NC(=O)CSc2n[nH]c(-c3ccco3)n2)cc1 returned APOBEC3G inh -8, SENP7 block 4, SENP6 block -16, UBC13 inh 5, SENP8 block-1 0, Apaf-1 inh -12, SENP8 block-2 4 and SENP1 FRET inh 0.
COC(=O)CSc1nnc(CNC(=O)c2ccc(S(=O)(=O)N(C)C)cc2)n1C was read as APOBEC3G inh -5, SENP7 block 7, SENP6 block 2, UBC13 inh 7, SENP8 block-1 5, Apaf-1 inh -11, SENP8 block-2 14 and SENP1 FRET inh 3.
For COc1cc2sc3ccc(-c4ccc5[nH]ccc5c4)cc3c(=O)c2cc1OC the results were APOBEC3G inh -8, SENP7 block -4, SENP6 block 19, UBC13 inh -26, SENP8 block-1 9, Apaf-1 inh -7, SENP8 block-2 -242 and SENP1 FRET inh -54.
Screening C/C(=N/NC(=O)c1ccc(C)s1)c1cccc(NC(=O)COc2ccc(Cl)cc2C)c1 returned APOBEC3G inh -7, SENP7 block 1, SENP6 block 1, UBC13 inh -13, SENP8 block-1 -1, Apaf-1 inh 15, SENP8 block-2 3 and SENP1 FRET inh 1.
`CCS(=O)(=O)N1CCN(c2ccccc2F)CC1` gave APOBEC3G inh -6, SENP7 block -7, SENP6 block -20, UBC13 inh 7, SENP8 block-1 -9, Apaf-1 inh -3, SENP8 block-2 20 and SENP1 FRET inh -2.
Screening CSCC[C@H](NC(=O)C1CCN(S(=O)(=O)c2ccc(C)cc2)CC1)C(=O)NCC1CCCO1 (stereo partly specified) returned APOBEC3G inh -2, SENP7 block 0, SENP6 block 0, UBC13 inh 5, SENP8 block-1 6, Apaf-1 inh 1, SENP8 block-2 5 and SENP1 FRET inh 1.
`O=C(CCc1ccccc1)NNC(=O)Nc1cccc(Cl)c1` gave APOBEC3G inh -6, SENP7 block -4, SENP6 block 1, UBC13 inh 9, SENP8 block-1 4, Apaf-1 inh 1, SENP8 block-2 7 and SENP1 FRET inh 2.
For CCC(NC(=O)NCc1ccccc1)(C(F)(F)F)C(F)(F)F the results were APOBEC3G inh 5, SENP7 block 0, SENP6 block 3, UBC13 inh -8, SENP8 block-1 -9, Apaf-1 inh 7, SENP8 block-2 18 and SENP1 FRET inh 1.
Screening C=CCn1c(=O)c2c(nc3n2CCS3)n(C)c1=O returned APOBEC3G inh -6, SENP7 block 7, SENP6 block -35, UBC13 inh 9, SENP8 block-1 -8, Apaf-1 inh -19, SENP8 block-2 11 and SENP1 FRET inh 2.
For COC(=O)C1=Cc2cc(OC)cc([N+](=O)[O-])c2OC1N1CCOCC1 (stereo unspecified) the results were APOBEC3G inh -4, SENP7 block 19, SENP6 block -4, UBC13 inh -6, SENP8 block-1 -6, Apaf-1 inh 18, SENP8 block-2 15 and SENP1 FRET inh 5.

Part of the list above in order of heavy-atom count, ascending:
For CCC(NC(=O)NCc1ccccc1)(C(F)(F)F)C(F)(F)F the results were APOBEC3G inh 5, SENP7 block 0, SENP6 block 3, UBC13 inh -8, SENP8 block-1 -9, Apaf-1 inh 7, SENP8 block-2 18 and SENP1 FRET inh 1.
Screening COc1ccc(NC(=O)CSc2n[nH]c(-c3ccco3)n2)cc1 returned APOBEC3G inh -8, SENP7 block 4, SENP6 block -16, UBC13 inh 5, SENP8 block-1 0, Apaf-1 inh -12, SENP8 block-2 4 and SENP1 FRET inh 0.
For COc1cc2sc3ccc(-c4ccc5[nH]ccc5c4)cc3c(=O)c2cc1OC the results were APOBEC3G inh -8, SENP7 block -4, SENP6 block 19, UBC13 inh -26, SENP8 block-1 9, Apaf-1 inh -7, SENP8 block-2 -242 and SENP1 FRET inh -54.
